Compound activity deposited in PubChem by several laboratories.
M1 PAM parental = M1 PAM counterscreen hit in parental CHO-K1 cells; ATP EC20, Fluo-8 calcium fluorescence; 0% at ATP EC20, 100% at ATP max; activation, % at 3 µM; actives 0.02% (n = 360,000);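 active = activation above the run cutoff, the mean activation of all test compounds plus 3 SD, cut at about 40% in these data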;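 note: peak over basal fluorescence ratio in a 140 s read after ATP addition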
CHRM5 PAM = CHRM5 positive allosteric modulation; CHO-K1 hM5, Fluo-8 calcium, ACh EC20 PAM; 0% = ACh EC20, 100% = ACh EC100; activation, % at 3 µM; actives 0.3% (n = 360,000);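 active = activation above the run cutoff, the mean activation of all test compounds plus 3 SD, cut at about 18% in these data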
Target sequence (P08912 whole entry, looked up): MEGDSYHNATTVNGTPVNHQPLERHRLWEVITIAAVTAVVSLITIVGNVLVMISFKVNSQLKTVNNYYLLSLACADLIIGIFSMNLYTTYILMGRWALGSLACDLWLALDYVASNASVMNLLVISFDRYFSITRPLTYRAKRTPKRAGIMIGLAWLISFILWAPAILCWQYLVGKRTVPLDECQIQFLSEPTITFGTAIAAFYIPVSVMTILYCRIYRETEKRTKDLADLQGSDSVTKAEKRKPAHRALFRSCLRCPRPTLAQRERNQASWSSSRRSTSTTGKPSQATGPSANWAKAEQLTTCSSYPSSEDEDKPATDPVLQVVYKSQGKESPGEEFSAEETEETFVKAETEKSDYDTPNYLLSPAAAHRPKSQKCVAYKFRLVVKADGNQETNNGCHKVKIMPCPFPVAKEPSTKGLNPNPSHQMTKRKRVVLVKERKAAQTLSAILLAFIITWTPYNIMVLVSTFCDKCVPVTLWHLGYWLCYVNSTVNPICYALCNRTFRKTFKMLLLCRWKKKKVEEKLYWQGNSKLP
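System – CHO-K1 hM5 cells · Compound – 3 µM, single dose · Incubation – compound preincubation 140 s before EC20 acetylcholine addition · Technique – Fluo-8 calcium fluorescence · Measure – Max/basal fluorescence ratio as % of EC20–EC100 ACh window · Benchmarks – low control EC20 acetylcholine (0%), high control EC100 acetylcholine (100%) · Replication – singlicate, one well per test compound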
CRFR2-BP antag = CRF-BP/CRF-R2 complex antagonism. actives 0.59% (n = 350,000). inhibition, % at 11.8 µM. HEK293 CRF-R2/CRF-BP, CRF-induced calcium fluorescence;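 active = inhibition of the ligand-induced calcium signal above about 50% at the single tested concentration, limit read from the data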
CRFBP-R2 agonist = CRF-BP/CRF-R2 complex agonism; activation, % at 13.2 µM; AID 588473; HEK293 CRF-R2/CRF-BP, calcium dye fluorescence (FLIPR); percent of saturating CRF peptide response; actives 0.46% (n = 350,000);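 active = activation of at least 50%, plus an integration ratio under a set limit after plate pattern correction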;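 note: plate controls were neutral control wells without compound for no effect and CRF at EC100 for full effect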
TAAR1 antagonist = antagonists of human TAAR1; inhibition, % at 3 µM; actives 1.5% (n = 360,000); CHO RD-HGA16 TAAR1, Fluo-8 calcium fluorescence, antagonist;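 active = inhibition above a per-plate cutoff, the mean inhibition of test compounds on that plate plus 3 SD, cut at about 49% in these data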;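 note: 0% = DMSO plus EC80 beta-PEA response and 100% = DMSO alone without agonist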
Target sequence (Q96RJ0 whole entry, looked up): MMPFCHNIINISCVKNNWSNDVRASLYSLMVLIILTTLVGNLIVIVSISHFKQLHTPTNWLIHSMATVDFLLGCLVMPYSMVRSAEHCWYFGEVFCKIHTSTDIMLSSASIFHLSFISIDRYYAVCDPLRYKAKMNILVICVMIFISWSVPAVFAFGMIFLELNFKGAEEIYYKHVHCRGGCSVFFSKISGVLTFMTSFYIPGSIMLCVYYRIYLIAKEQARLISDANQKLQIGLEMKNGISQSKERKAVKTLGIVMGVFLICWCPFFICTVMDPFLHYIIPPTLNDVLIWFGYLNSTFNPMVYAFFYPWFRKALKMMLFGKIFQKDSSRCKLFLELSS
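System: CHO RD-HGA16 cells bearing hTAAR1. Reagent: EC80 β-phenethylamine stimulus. Schedule: seeding 17-24 h prior, 75-min 37 °C, 30-min RT dye loading. Signal: Fluo-8 intracellular calcium dye fluorescence, real-time kinetic reads. Read-out: % inhibition from peak post-agonist over basal fluorescence ratio. Benchmarks: vehicle wells and EC80 agonist wells. Replicates: n of 1.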
CHRM5 agonist = CHRM5 agonism in calcium assay; activation, % at 3 µM; actives 0.19% (n = 360,000); CHO-K1 hM5 cells, Fluo-8 calcium fluorescence; 0% DMSO wells, 100% maximal acetylcholine response; P08912;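 active = activation above the run's mean over test compounds plus 3 SD, cut at about 23% in these data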;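 note: signal is peak over basal fluorescence ratio across the kinetic read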
CHRM4 PAM = CHRM4 positive allosteric modulation; P08173; CHO-K1 hM4/Gqi5, Fluo-8 calcium fluorescence, ACh EC20; 0% = ACh EC20, 100% = maximal ACh; activation, % at 3 µM; actives 0.4% (n = 360,000); AID 624126;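 active = activation above its plate's cutoff, the mean activation of sample wells plus 3 SD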; note: some results filed as inactive read as strong as hits
M5 antag = blocks acetylcholine activation of human M5 receptor | CHO-hM5 cells, Fluo-8 calcium fluorescence, ACh EC80 | AID 624040 | P08912 | actives 0.59% (n = 360,000) | inhibition, % at 3 µM;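 active = inhibition above a per-plate cutoff, the mean of that plate's test compounds plus 3 SD, cut at about 27% in these data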;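 note: 0% = acetylcholine EC80 with DMSO and 100% = DMSO without agonist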
TAAR1 ag = human TAAR1 agonism | activation, % at 3 µM | CHO RD-HGA16 TAAR1, Fluo-8 calcium fluorescence; vehicle wells 0%, saturating PEA agonist 100% | Q96RJ0 | AID 624467 | actives 0.99% (n = 360,000);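 active = activation above the mean activation of all test compounds in the run plus 3 SD, cut at about 38% in these data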
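Test system: RD-HGA16 (CHO) cells co-expressing Gα16 and hTAAR1; dosing: one-point dosing at 3 µM (nominal); timing: 17-24 h seeding, 75 min 37 °C dye, 30 min RT; signal: kinetic Fluo-8 calcium fluorescence; read-out basis: % activation relative to PEA EC100 response; controls: DMSO and PEA EC100; replicates: n 1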
* hit, by the source's call; nt = no result given; & = joins results of further samples.

Below each compound – M1 PAM parental	CHRM5 PAM	CRFR2-BP antag	CRFBP-R2 agonist	TAAR1 antagonist	CHRM5 agonist	CHRM4 PAM	M5 antag	TAAR1 ag
O=C(c1ccncc1)C12CN3CN(CN(C3)C1)C2
 : 11.1	1.2	4.2	-0.5	-12.8	-7.0	-0.1	-1.8	4.0
CNP1(NC)=NC(C(F)(F)F)=NC(C(F)(F)F)=N1
 : 22.0	-1.8	5.2	5.7	14.1	-0.5	7.9	0.2	10.6
CCOC(=O)CC1=C(C(=O)OCC)C2(C(=O)N1CC(=O)OC)C(C#N)=C(N)Oc1ccccc12 (configuration not stated)
 : -2.3	15.4	-13.8	0.3	-9.4	-5.3	-0.5	13.7	9.5
COP(=O)(NS(=O)(=O)c1ccccc1)OC
 : 9.2	12.5	-4.7	-0.5	-3.0	3.2	2.2	-5.1	7.4
CCOC(=O)C1CCCN(c2ccc([N+](=O)[O-])c3nonc23)C1 (configuration not stated)
 : -24.9	-36.9	-141.3	207.8*	71.5*	184.7*	-30.9	52.3*	225.2*
O=C(N/N=C/c1c(O)n(C2CC2)c(=S)[nH]c1=O)c1ccccc1
 : 14.2	-1.8	7.0	1.5	-18.3	-4.9	7.2	5.3	0.2
Cc1c(C(=O)N2CCC3(CC2)OCCO3)sc2ncnc(N3CCN(c4ccccn4)CC3)c12
 : 7.4	-15.2	-10.5	0.1	61.3*	4.5	-9.2	13.3	22.9
CN(C)C(=O)Oc1ccc(Br)cc1C(=O)Nc1ccc(F)c(Cl)c1
 : 12.5	3.9	-9.2	-6.4	-2.4	1.2	17.5	-2.1	0.6
CC1(C)CC[C@]2(C)CC[C@]3(C)C4C[C@@H]5OO[C@@]6(O5)C(CCCC6(C)C)[C@]4(C)CC[C@@]3(C)C2C1 (some centres not stated)
 : 14.5	-0.8	14.6	-0.4	nt	1.7	8.8	4.7	nt
Cc1ccc(/C=C2\C(=O)NC(=S)N(c3cccc(F)c3)C2=O)o1
 : 13.4	0.1	2.2	3.8	12.5	-0.5	-10.6	7.0	1.0
CCC(=O)c1c(O)n(C2CCCCCC2)c(=O)[nH]c1=O
 : -5.8	-5.0	-0.4	2.4	-10.9	0.2	-7.3	3.7	5.9
Cc1ccc(N)cc1N
 : 4.3	1.1	13.9	-1.7	-27.5	2.0	6.3	-4.4	1.2
CSCCC(c1nnnn1Cc1ccccc1)N1CCC(n2c(=O)[nH]c3ccccc32)CC1 (configuration not stated)
 : 14.8	-11.5	nt	nt	70.2*	30.3*	-14.8	6.6	17.4
CCc1nnc(NC(=O)CCc2nc(C3=CCN(C)CC3)no2)s1
 : 1.8	-0.3	-6.6	2.7	9.2	1.0	-2.2	0.6	3.8
CCN(CC)CCN=Cc1c(O)n(C2CCCCCC2)c(=O)[nH]c1=O
 : 25.4	4.6	-7.3	1.4	-17.9	-4.4	12.9	-4.9	4.0
c1ccc(C2NCCc3[nH]cnc32)cc1 (configuration not stated)
 : -22.1	-5.0	-5.8	-2.1	-16.3	0.0	5.0	5.4	-0.1
CN/C=C(/Cl)P(=O)(OC(C)C)OC(C)C
 : 16.6	14.8	2.2	-1.1	-5.8	4.7	9.3	-4.6	3.3
COc1cc(/C=C2\C(=O)NC(=O)N(c3ccc(C)cc3)C2=O)cc(OC)c1O
 : 4.6	1.7	-4.7	1.5	4.4	0.3	-4.5	-3.1	1.1
CP(C)(=O)CCC(=O)O
 : 13.3	-5.8	1.3	-1.9	-3.9	-2.8	10.0	-8.5	17.4
Cc1nc2c(c(C)nn2-c2ccccc2)c(C)c1CCC(=O)N1CCC2(CC1)OCCO2
 : 18.8	-6.1	1.8	-0.1	nt	0.6	3.3	1.9	nt
Cc1cccc(N2CCC3(CC2)C(=O)NC(=O)NC3=O)c1
 : 6.9	-1.3	-26.9	-2.5	9.1	4.1	-1.7	0.3	1.2
COc1ccc(C(O)C(C)NC(C)C(O)c2ccc(OC)cc2)cc1 (configuration not stated)
 : -12.0	-0.9	14.6	-0.3	4.9	-0.1	-2.0	4.5	5.8
C[C@@H]1O[C@@H](O[C@H]2C[C@@H](O)[C@]3(CO)[C@@H]4C(CC[C@]3(O)C2)[C@@]2(O)CC[C@H](C3COC(=O)C3)[C@@]2(C)C[C@H]4O)[C@H](O)[C@H](O)[C@H]1O (some centres not stated)
 : 17.9	2.1	30.0	-0.2	-7.8	0.8	2.0	-7.5	-0.3
CCOC(=O)[C@]12Cc3cc(OC)ccc3[C@H]1N(C1CCCCC1)C(=O)c1cc(OC)ccc12
 : -4.4	3.0	nt	nt	-14.8	7.7	-0.1	6.9	3.5
Nc1ccc(C2(c3ccc(N)cc3)c3ccccc3-c3ccccc32)cc1
 : 15.9	1.9	5.0	-1.3	6.1	1.8	7.2	4.9	2.0
N=c1ccccn1Cc1ccccc1
 : 16.9	4.1	-6.7	-0.4	20.1	-10.8	-2.1	-0.6	2.7
COc1cccc(CNCCc2ccc(F)cc2)c1
 : -12.2	-3.7	-5.9	-1.0	-0.3	-2.1	-6.0	6.1	25.0
Nc1ccc(Cc2ccc(N)c(Cl)c2)cc1Cl
 : 2.9	2.0	23.2	-1.0	11.9	12.0	9.5	0.4	10.1
C=CCn1c(O)c(C(C)=Nc2ccc(N(C)C)cc2)c(=O)[nH]c1=O
 : -7.5	3.9	-1.0	9.8	6.9	0.8	-0.1	0.6	16.7
CCCCn1c(C)c(C(=O)OCC)c2c(CN3CCCC3)c(O)ccc21
 : 14.5	-1.5	12.0	-0.9	1.4	0.2	-8.9	6.3	0.5
CC(C(=O)c1ccc(Cl)cc1Cl)n1cncn1 (configuration not stated)
 : 1.2	-0.8	3.9	0.1	-9.3	-3.2	2.3	-1.5	-1.8
CCCCCCOc1ccc(CN2CCN(CC)CC2)cc1
 : 12.7	-17.4	-27.9	-0.2	-15.1	-4.6	-7.2	11.7	6.2
Cc1c(C=C2C(=O)N(C)C(=S)N(C)C2=O)c2ccccc2n1CC(=O)NCC1CCCO1 (configuration not stated)
 : 8.6	-8.0	-6.2	0.7	-4.8	-0.7	0.2	14.1	0.7
COc1ccc(N=Cc2c(O)n(Cc3cccs3)c(=O)[nH]c2=O)cc1
 : -1.9	2.8	-23.8	2.6	7.9	-3.3	5.8	-3.2	2.4
COC(=O)CC(NC(=S)N1CC2C[C@@H](C1)Cn1c2cccc1=O)C(=O)OC (some centres not stated)
 : -0.2	-0.8	12.5	-1.6	-20.6	-2.2	8.6	-2.5	-0.7
CCCn1cc(C(=O)O)cn1
 : 15.0	0.6	-28.2	2.7	-5.9	-0.9	2.1	-1.9	3.9
N/C(=N\[N+](=O)[O-])N1CCN(C(=O)c2ccccn2)CC1
 : -2.8	-0.3	6.9	0.9	-14.2	-0.5	-3.0	5.0	3.2
CN1C(=O)C(C)(C2=CCCCC2)C(=O)NC1=S (configuration not stated)
 : 9.5	-6.3	-10.3	1.7	0.6	-8.6	0.4	9.4	2.7
CCCOC(=O)Nc1ccc([As](=O)(O)O)cc1NC(=O)OCCC
 : -7.1	6.3	7.3	-0.6	-2.9	-3.1	-2.7	-4.8	4.4
O=[P+](Cc1ccccc1)Cc1ccccc1
 : 19.8	5.5	0.6	0.4	3.5	1.9	-2.4	0.1	2.2
CCCCn1c(O)c(C(C)=NCc2ccc3c(c2)OCO3)c(=O)[nH]c1=O
 : 21.3	-6.2	-32.0	-1.7	-10.2	0.1	-9.6	8.6	4.4
CN(C)C(=O)Oc1ccc(OCc2cccc[n+]2C)cc1
 : 19.3	-2.7	9.8	-1.5	-0.3	-8.0	1.5	-5.3	0.3
O=C(O)CCn1cc(C=C2C(=O)NC(=S)NC2=O)c(-c2cccc(Br)c2)n1
 : -2.3	1.6	3.4	0.6	-7.4	0.5	-0.6	9.0	3.5
Fc1ccc(CN2CCN(c3ccc(Cl)cc3)CC2)cc1
 : 1.4	-2.2	-7.9	0.5	6.2	-2.3	-1.5	-3.1	5.6
O=C(NCc1ccccc1)c1cccn(Cc2ccccc2)c1=O
 : 2.3	1.8	-6.2	-0.3	-16.3	-0.7	3.4	2.0	1.8
Cc1ccc(-n2c(O)c(/C=N/N3CCOCC3)c(=O)[nH]c2=S)cc1
 : 6.6	-1.4	12.7	4.0	6.7	-1.7	6.7	-0.4	7.9
O=C(O)C1C2CC3CC(C2)CC1(n1ncc(N2CCC4(CC2)OCCO4)c(Cl)c1=O)C3 (configuration not stated)
 : 14.9	-1.2	8.1	-1.1	-31.5	-1.7	-6.8	6.4	1.6
COc1ccc(/C=C2/C(=O)N(Cc3ccco3)C(=O)N(C(C)C)C2=O)cc1
 : -0.1	-2.6	-11.1	8.0	3.7	6.2	-1.1	-0.8	7.0
Oc1ccc(C2NCc3ccccc3-n3cccc32)cc1Cl (configuration not stated)
 : 17.9&21.7	-1.3&-2.2	-4.4&-5.6	-2.8&-3.0	-11.0&-3.0	4.0&-0.1	-2.4&-3.2	2.4&-3.4	17.7&8.6
O=C(NCNC(=O)NC1C(=O)NC(=O)N1CO)NC1C(=O)NC(=O)N1CO (configuration not stated)
 : -3.3	-2.2	-22.9	-0.1	-12.4	-0.4	-2.0	2.8	-0.1

Other compounds follow:
Below each compound – M1 PAM parental	CHRM5 PAM	CRFR2-BP antag	CRFBP-R2 agonist	TAAR1 antagonist	CHRM5 agonist	CHRM4 PAM	M5 antag	TAAR1 ag
CC1(C)CC(=O)C(C2(O)C(=O)NC(=O)NC2=O)=C(O)C1
 : 13.1	9.7	27.5	-1.7	-6.1	-0.8	3.7	-5.7	23.5
CN1C(=O)C(=Cc2ccc(N3CCCCC3)o2)C(=O)N(C)C1=S
 : -7.6	1.4	-100.2	132.9*	-7.1	2.7	19.2	7.1	26.7
CC(C)Sc1nnc([C@@H](N)Cc2c[nH]c3ccccc23)o1
 : 21.6	0.8	10.3	-1.3	13.2	-1.1	-4.6	2.9	0.6
Cc1c(NC(=O)C(C)OC(=O)Cc2ccccc2)c(=O)n(-c2ccccc2)n1C (configuration not stated)
 : 14.1	-8.4	4.7	0.0	-2.4	-2.7	-1.2	9.1	1.7
COC(=O)[C@@]1(C#N)[C@@H]2C=CC(C(C)=O)=CN2[C@@H](C(N)=O)[C@@H]1c1ccc(F)cc1
 : -10.7	2.1	-3.2	6.2	-23.5	3.2	-9.4	-7.1	6.9
COC(=O)C1=C(c2cccc(OC)c2OC)C[C@@H]2CC[C@H]1N2C(=O)NC1CCCCC1
 : 1.4	7.7	3.1	-2.8	-5.2	-3.9	1.8	-4.3	1.3
CCOC(=O)c1ccccc1N
 : 1.0	-4.6	9.7	-0.6	1.2	1.5	-2.4	7.2	0.5

Only part of the results is shown (hit frequency here may not be typical).
